High-throughput results (PubChem)
Dynein transport – inhibitors of GR-EGFP nuclear translocation, primary screen, dynein cargo transport inhibitor project, imaging, high-content, 3617.4 mouse cells | z-score, hits read low | 220,000 compounds, 0.47% hits | test concentration mostly 20 µM; stimulated with dexamethasone, 1 µM; hits give low values;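 active = plate z-score of nuclear minus cytoplasmic receptor signal below a set negative limit, without overly bright fluorescence or cell loss, cut at about -3.5 in these data, passing the limit was not always enough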;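 also: z-score of nuclear minus cytoplasmic ring GR-EGFP intensity difference per well; some compounds called inactive have numbers as strong as hits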
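Also added – dexamethasone, 1.0 µM final · Buffer or medium – tet-free, stripped-serum medium · Schedule – induction 48 h, compound 1 h, agonist 30 min · Detection – formaldehyde fixation, Hoechst nuclear stain, 10x automated fluorescence imaging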
b-catenin transl – modulators of beta-catenin nuclear translocation, primary screen, imaging, HeLa cells, immunofluorescence, high-content; 190,000 compounds, 0.3% hits; nuclear translocation activity, % at 5 µM;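 active = nuclear translocation activity above 50% at 5 µM, with a well cell count of 50 or more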;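 also: per-cell ratio of nuclear to cytoplasmic median beta-catenin stain intensity; plate controls were DMSO negative control for no effect and GSK-3 inhibitor IX positive control for full effect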
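System: HeLa cells, endogenous beta-catenin; compound dosing: 5 µM primary single dose, 0.1% DMSO, 0.02–20 µM confirmation series; incubation: 24 h compound exposure at 37°C, 5% CO2; signal: beta-catenin immunofluorescence imaging with DAPI; evaluation: % activation, nuclear-to-cytoplasmic median beta-catenin signal ratio per cell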
P. falciparum M1AAP – P. falciparum M1AAP inhibitors, biochemical, fluorogenic H-Leu-NHMec substrate, 1536-well (AID 1445); inhibition, % at 30 µM; hits with a dose series show IC50 in µM; recombinant M1AAP, H-Leu-NHMec fluorogenic kinetic assay; higher % means a stronger effect; 220,000 compounds, 0.42% hits; Aminopeptidase N (Plasmodium falciparum (isolate 3D7));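 active = primary inhibition above the hit cutoff, then over 50% inhibition at one or more dose response concentrations, cut at about 23% in these data, passing the limit was not always enough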;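 also: plate controls were DMSO full reaction for no effect and no enzyme background for full effect; strong numbers were not always called active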
Autophagy mod – autophagy modulators in MEF cells, primary screen, imaging, high-content, MEF GFP-LC3. MEF GFP-LC3 puncta imaging; test concentration mostly 10 µM. AID 463193, 2010. 190,000 compounds, 0.98% hits. calls only at 10 µM (by protocol);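 active = percentage of spot-positive cells more than 3 SD above its plate mean, without a fluorescence outlier flag or 80% toxicity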;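 also: spot-positive cell cutoff set from DMSO-treated cells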
M17LAP inhibition – P. falciparum M17LAP inhibitors, primary screen, biochemical, fluorogenic H-Leu-NHMec substrate, 1536-well (AID 1619); 220,000 compounds, 0.38% hits; recombinant M17LAP, H-Leu-NHMec fluorogenic kinetic assay; higher % means a stronger effect; Leucine aminopeptidase (Plasmodium falciparum (isolate 3D7)); inhibition, % at 30 µM, or IC50 in µM where a hit was titrated;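 active = compound inhibiting the enzyme by more than half at any dose during confirmatory dose-response retesting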;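 also: plate controls were full reaction with DMSO carrier for no effect and no enzyme background for full effect; strong numbers were not always called active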
MT stabilizer – microtubule stabilizers in HeLa cells, primary screen, imaging, high-content imaging; 200,000 compounds, 0.83% hits; % tubulin-high responders, % at 10 µM; HeLa tubulin immunostaining HCS, 24 h; share of cells brighter than vehicle mean+2SD; AID 2205, 2009;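 active = plate Z-score above 3 for both tubulin-high and condensed-nucleus cell shares, with cell loss under 80%, at 10 µM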;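 also: anti alpha tubulin signal scored within the nucleus-defined area of each cell; some results filed as inactive read as strong as hits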
WT yeast gro inh – growth inhibition of WT strain, primary screen, mitochondrial fusion inhibitor project, WT and mutant strains, chemical genetic; mitochondrial fusion phenotypic screen; 190,000 compounds, 2.1% hits; inhibition, % at 10 µM; AID 1362, 2008; in the data active = inhibition above about 58%; tested in S. cerevisiae
T cell HTS – modulators of CD8 T cell-vesicle binding, primary screen, mouse 2C CD8+ T cells, flow cytometry; 2C CD8+ T cell-vesicle binding; hits give low values; calls only at 7 µM; 330,000 compounds, 0.068% hits;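 active = response, share of CD8 T cells binding vesicles, and their 90th percentile fluorescence all below set limits, cut at about 80% in these data, passing the limit was not always enough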
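Test system: purified 2C TCR transgenic mouse naive CD8+ T cells. Probe or stimulus: QL9-peptide-loaded Drosophila micro-vesicles bearing Ld, ICAM-1 and B7-1. Incubation: binding step 1.5 h, 37 °C, antibody labelling 20 min, ice. Measured by: flow cytometry of vesicle-bound cells.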
Yfh1-depleted yeast – enhancers of respiration in Yfh1-depleted yeast, dose response, Friedreich's ataxia, plus single-dose screen (AID 1465). S. cerevisiae Yfh1-off respiration, WST-1 reduction, 72 h; higher fold induction means a stronger effect. fold induction at 50 µM, or EC50 in µM where a hit was titrated. 220,000 compounds, 0.074% hits;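 active = fold induction of absorbance versus untreated yeast above a set limit, then at least 30% activation at any dose in follow-up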;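 also: activators that raise dye reduction in frataxin-depleted yeast; strong numbers were not always called active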
WT yeast gro inh mutant strain – further read-out of WT yeast gro inh, marked with its call; inhibition, %; mitochondrial fusion phenotypic screen, mutant strain inhibition
Dynein transport cytoplasmic EGFP – also measured in Dynein transport; calls as there; z-score; measured here: cytoplasmic GR-EGFP intensity; hits give high values
Dynein transport nuclear GR-EGFP – further read-out of Dynein transport, marked with its call; z-score; measured here: nuclear GR-EGFP intensity;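 lower value marks the stronger effect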
Dynein transport cell count – further read-out of Dynein transport, marked with its call; z-score; measured here: cell count per field
b-catenin transl cell count 5 µM – further read-out of b-catenin transl, marked with its call; cell count; measured here: cell count, cytotoxicity flag
T cell HTS vesicle-bound % – further read-out of T cell HTS, marked with its call; double positive events, %; measured here: CD8+ vesicle-bound cell fraction;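 binding gate set so that unloaded-vesicle control wells show 10% double positive cells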
MT stabilizer Hoechst-high % – second read-out of MT stabilizer, no call of its own (marks repeat the call); % Hoechst-high responders; measured here: nuclear condensation Hoechst responders;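 share of cells brighter than vehicle mean plus two SD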
MT stabilizer cytotoxicity % – recorded beside MT stabilizer, whose call it bears; toxicity, %; measured here: cytotoxicity by cell density;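 0% = mean cell density of plate MIN control wells and 100% = no cells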
Autophagy mod cell loss 18 h – recorded beside Autophagy mod, whose call it bears; toxicity, %; measured here: cell loss, nuclei count;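 cell loss after 18 h compound exposure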
* = called active by the depositor; i = inactive; · = no result given.

no.	molecule	Dynein transport	Dynein transport cytoplasmic EGFP	Dynein transport nuclear GR-EGFP	Dynein transport cell count	b-catenin transl	b-catenin transl cell count 5 µM	P. falciparum M1AAP	Autophagy mod	Autophagy mod cell loss 18 h
1	O=C(Nc1ccc(Cl)cc1)c1ccc(-n2cccn2)c([N+](=O)[O-])c1	0.49	-0.32	0.51	-0.69	0.2	1180	1%	i	33
2	O=C1c2cccnc2C(=O)N1CO	-0.44	-0.29	0.093	0.49	-2.4	938	-1%	i	3
3	Cc1ccc(OCC(O)CN2CCN(CC(O)COc3ccc(C)cc3Cl)CC2)c(Cl)c1 (stereo unspecified)	-0.29	-0.2	-0.31	0.22	-1.6	1155	1%	i	2
4	O=C(/C=C/c1cccs1)NC(=S)Nc1ccccc1	-1.2	-0.28	-0.57	0.88	-0.8	1494	22%	i	3
5	CCCC(C)NC(=O)COC(=O)c1cc(Br)c(Br)s1 (stereo unspecified)	-0.65	-0.39	-0.35	0.53	·	·	-3%	i	-1
6	C/C(=N\Nc1ccc([N+](=O)[O-])cc1)c1ccc(N2CCOCC2)cc1	-0.79	-0.17	-0.59	0.6	-0.2	1340	-4%	·	·
7	Cn1nc(C(C)(C)C)c(NC(=O)c2sccc2Cl)c1C(C)(C)C	-0.046	-0.28	-0.28	0.31	1.3	1252	4%	·	·
8	Cc1ccc(C(=O)Nc2cccnc2N2CCN(C)CC2)cc1	0.047	-0.032	0.33	0.85	-2.4	1126	1%	i	3
9	COc1ccc(Nc2cc(C)c3c(O)cccc3n2)cc1	0.095	-0.2	0.57	-0.1	2.5	1270	7%	·	·
10	CC(=O)NC(Cc1cccc(C)c1)C(=O)NC1CCN(C(=O)c2ccc([N+](=O)[O-])cc2)CC1 (stereo unspecified)	-0.18	-0.12	0.079	0.34	1.6	1078	1%	i	-2

no.	M17LAP inhibition	MT stabilizer	MT stabilizer Hoechst-high %	MT stabilizer cytotoxicity %	WT yeast gro inh	WT yeast gro inh mutant strain	T cell HTS	T cell HTS vesicle-bound %	Yfh1-depleted yeast
1	6%	1.8	1.5	11	2	-7	i	47	i
2	-9%	3.4	2.2	2.8	-11	-5	i	40	i
3	-1%	1.7	1.1	9.4	20	24	i	3	i
4	10%	2.9	1.3	5.3	12	-5	i	31	i
5	-2%	3.7	1.6	8.2	-8	-7	i	32	i
6	-5%	·	·	·	·	·	i	25	i
7	3%	·	·	·	·	·	i	30	i
8	-8%	3.7	1.1	14	4	3	i	23	i
9	2%	·	·	·	·	·	i	31	i
10	19%	5.5	1.8	11	3	11	i	43	i

Remaining list, next part:
no.	molecule	Dynein transport	Dynein transport cytoplasmic EGFP	Dynein transport nuclear GR-EGFP	Dynein transport cell count	b-catenin transl	b-catenin transl cell count 5 µM	P. falciparum M1AAP	Autophagy mod	Autophagy mod cell loss 18 h
11	CC(O)CNC12CC3CC(CC(C3)C1)C2 (stereo unspecified)	-0.18	-0.19	0.13	-0.12	-1.3	1138	-2%	i	5
12	Cn1c(=O)n(C)c2cc([N+](=O)[O-])c(N3CCN(C(=O)c4ccccc4)CC3)cc21	-0.93	-0.055	-0.14	-0.26	-1.5	1046	0%	i	-32
13	O=C(Cn1cc([N+](=O)[O-])cn1)Nc1ccn(Cc2c(F)c(F)cc(F)c2F)n1	-0.81	-0.074	0.19	0.95	3.4	1079	-1%	i	-11
14	CN(C)CCCn1c(=O)n(Cc2ccco2)c(=O)c2c3c(sc21)CCCCC3	0.52	-0.031	0.3	-1.4	-0.6	1349	8%	·	·
15	N#Cc1ccc(OCC(=O)N/N=C2/CC(c3ccccc3)Oc3ccccc32)cc1 (stereo unspecified)	0.89	-0.23	0.54	0.12	0.1	1118	7%	i	7
16	CNC(=S)Nc1ccc(Nc2ccccc2)cc1	0.03	0.38	-0.0028	0.75	·	·	9%	i	12
17	CC/C(=N\NC(=O)C(N)=O)c1ccccc1O	-0.37	-0.26	-0.1	-0.29	-1.2	539	18%	i	11
18	CCC(OC(=O)c1nsc(Cl)c1Cl)C(=O)NC(C)(C)CC (stereo unspecified)	1.2	-0.38	0.1	0.19	-0.1	1500	2%	i	-10
19	CCOc1ccc2nc(NC(=O)C(NS(=O)(=O)c3cccs3)C(C)C)sc2c1 (stereo unspecified)	-0.067	-0.11	0.27	0.12	0.3	1011	2%	i	-7
20	O=C1NC(=O)/C(=C\c2ccc(OCc3cccc(C(=O)O)c3)c(Cl)c2)N1	-0.49	-0.17	0.26	0.06	-0.5	1075	15%	i	7

no.	M17LAP inhibition	MT stabilizer	MT stabilizer Hoechst-high %	MT stabilizer cytotoxicity %	WT yeast gro inh	WT yeast gro inh mutant strain	T cell HTS	T cell HTS vesicle-bound %	Yfh1-depleted yeast
11	3%	2.0	1.8	5.3	10	7	i	53	i
12	18%	2.9	2.2	7.7	-23	-5	i	18	i
13	1%	2.4	1.4	8.5	-10	-8	i	25	i
14	2%	·	·	·	·	·	i	29	i
15	-3%	7.0	1.8	6.4	-3	-10	i	44	i
16	-3%	2.2	1.8	7.7	-8	-8	i	20	i
17	30%	2.7	3.2	3.5	14	-2	i	35	i
18	0%	6.5	1.2	4.6	-15	7	i	28	i
19	-3%	1.7	3.4	16	7	0	i	35	i
20	10%	4.3	2.9	8.3	-17	5	i	30	i

Complete entries, looked up by structure. Screens in order: Dynein transport, Dynein transport cytoplasmic EGFP, Dynein transport nuclear GR-EGFP, Dynein transport cell count, b-catenin transl, b-catenin transl cell count 5 µM, P. falciparum M1AAP, Autophagy mod, Autophagy mod cell loss 18 h, M17LAP inhibition, MT stabilizer, MT stabilizer Hoechst-high %, MT stabilizer cytotoxicity %, WT yeast gro inh, WT yeast gro inh mutant strain, T cell HTS, T cell HTS vesicle-bound %, Yfh1-depleted yeast
CNC(=S)Nc1ccc(Nc2ccccc2)cc1 is listed as 0.03, 0.38, -0.0028, 0.75, ·, ·, 9%, i, 12, -3%, 2.2, 1.8, 7.7, -8, -8, i, 20, i
CCC(OC(=O)c1nsc(Cl)c1Cl)C(=O)NC(C)(C)CC (stereo unspecified) is listed as 1.2, -0.38, 0.1, 0.19, -0.1, 1500, 2%, i, -10, 0%, 6.5, 1.2, 4.6, -15, 7, i, 28, i
O=C1NC(=O)/C(=C\c2ccc(OCc3cccc(C(=O)O)c3)c(Cl)c2)N1 is listed as -0.49, -0.17, 0.26, 0.06, -0.5, 1075, 15%, i, 7, 10%, 4.3, 2.9, 8.3, -17, 5, i, 30, i

Remaining list, next part:
no.	molecule	Dynein transport	Dynein transport cytoplasmic EGFP	Dynein transport nuclear GR-EGFP	Dynein transport cell count	b-catenin transl	b-catenin transl cell count 5 µM	P. falciparum M1AAP	Autophagy mod	Autophagy mod cell loss 18 h
21	CC(C)c1nc2sc3ccccc3c(=O)c2c(=O)n1Cc1ccccc1	1.3	-0.13	0.77	-1.7	-1.3	1139	8%	·	·
22	COc1ccc(C(=O)C2CCCN(C/C=C/c3ccccc3OC)C2)c(OC)c1 (stereo unspecified)	-0.36	-0.26	-0.36	0.3	-0.7	1228	3%	i	18
23	O=C(CCCCCN1C(=O)c2ccccc2C1=O)NC1CCCC1	-0.43	-0.2	-0.092	0.38	-6.9	1013	4%	i	6
24	CCC(=O)Nc1ccc(C(=O)CSc2nnc(-c3ccc(O)cc3)n2CC2CCCO2)cc1 (stereo unspecified)	-0.51	-0.22	0.28	2.1	·	·	10%	i	-2
25	CC(=O)N(C1=C(N2CCOCC2)C(=O)c2ccccc2C1=O)c1ccc(C(=O)O)cc1	-0.53	-0.27	-0.66	0.75	-0.2	1262	2%	·	·
26	CCOC(=O)CSc1nc2ccccc2n1C(=O)OCC	-0.0072	-0.16	0.17	-0.41	-0.6	1437	-1%	i	-11
27	Cc1c(Cl)cccc1NC(=O)CC1SCCNC1=O (stereo unspecified)	-0.38	-0.17	0.047	0.58	0.9	1031	1%	i	-13
28	COc1ccc(C2CC(c3ccccc3)=NN2c2ccc(S(N)(=O)=O)cc2)cc1OC (stereo unspecified)	-0.043	0.14	0.031	-0.072	-0.5	997	20%	i	13

no.	M17LAP inhibition	MT stabilizer	MT stabilizer Hoechst-high %	MT stabilizer cytotoxicity %	WT yeast gro inh	WT yeast gro inh mutant strain	T cell HTS	T cell HTS vesicle-bound %	Yfh1-depleted yeast
21	-7%	·	·	·	·	·	i	27	i
22	1%	2.9	2.4	3.5	24	24	i	50	i
23	-2%	5.3	3.1	11	25	15	i	58	i
24	2%	2.5	1.7	6.5	-11	-1	i	50	i
25	5%	·	·	·	·	·	i	52	i
26	-9%	1.6	1.8	9.5	-29	-5	i	31	i
27	4%	2.9	2.1	0.4	9	19	i	30	i
28	-6%	3.6	2.9	9.3	5	2	i	23	i
